Assay outcomes from PubChem BioAssay.
PLK1 PBD inh: blocks phosphopeptide binding to human PLK1 polo-box domain. P53350. Plk1 PBD binding of FITC phosphopeptide, fluorescence polarization. Potency, µM, for inactives: max response, negative = inhibition, most hits filed as inhibitors. actives 2.8% (n = 360,000); also: potency is read from the fitted curve at half-maximal effect; series mostly up to about 57 µM; % is scaled to controls: 0 for no effect and ±100 for the full control effect; nearly all actives have a fitted effect of over 65% in size
Target sequence (P53350 whole entry, looked up, the tested form may be a part): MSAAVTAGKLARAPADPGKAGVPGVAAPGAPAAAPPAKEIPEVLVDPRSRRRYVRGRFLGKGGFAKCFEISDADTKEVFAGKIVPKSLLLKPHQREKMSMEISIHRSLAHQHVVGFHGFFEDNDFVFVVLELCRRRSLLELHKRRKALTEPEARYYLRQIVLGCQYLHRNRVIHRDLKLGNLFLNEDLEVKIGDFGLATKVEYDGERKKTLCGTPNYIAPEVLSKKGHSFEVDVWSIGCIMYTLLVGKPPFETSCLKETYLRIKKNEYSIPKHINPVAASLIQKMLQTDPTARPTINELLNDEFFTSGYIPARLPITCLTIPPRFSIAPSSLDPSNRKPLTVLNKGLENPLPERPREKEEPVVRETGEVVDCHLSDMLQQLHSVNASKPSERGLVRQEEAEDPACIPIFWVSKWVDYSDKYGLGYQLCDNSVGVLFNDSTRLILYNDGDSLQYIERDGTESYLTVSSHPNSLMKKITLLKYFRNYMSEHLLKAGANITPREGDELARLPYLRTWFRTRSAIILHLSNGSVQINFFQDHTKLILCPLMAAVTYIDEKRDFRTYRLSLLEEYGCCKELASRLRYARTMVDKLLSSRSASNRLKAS
IL2 activator: activators of IL-2. actives 0.065% (n = 360,000). IL-2 activation reporter assay, cell-based qHTS; stimulated with anti-CD3/CD4/CD28 beads; in transgenic mouse T cells. activation, % (series mostly up to about 46 µM); in the data active = activation above about 50%; inconclusive = mostly about 30% to 49%; also: 0% is about no effect
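First, unstimulated transgenic mouse T cells were exposed to compound for 60 min. Next, anti-CD3/anti-CD4-coated beads with anti-CD28 were added. Finally, after 18 h at 37 degrees C, EGFP and DsRed were imaged.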
aSyn rescue: rescues yeast growth from alpha-synuclein toxicity | Potency, µM (series often up to 46.1 µM), for inactives: at the highest dose growth rescue (activation), hits mostly activators | Yeast expressing alpha-synuclein, growth rescue, BacTiter-Glo, 24 h | actives 0.14% (n = 370,000); also: potency is read from the fitted curve at half-maximal effect; % of control where 0% means no effect; nearly all actives have a fitted effect of over 65% in size
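Screening used galactose-induced yeast with toxic alpha-synuclein levels, exposed to compound for 24 hr at 30 deg C. Cell growth, read with BacTiter-Glo luminescence, gave the measured signal.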
PI5P4Ka inh: blocks human PI5P4K alpha kinase activity; P48426; PI5P4Kalpha enzyme, ADP-Glo luminescence, 60 min; hits give low values; max response, %; actives 1.2% (n = 330,000); AID 652105; active = max response of -50% or lower; inconclusive = between -30% and -50%; inactive = -30% or higher; also: value at the top dose of about 77 µM; % is scaled to controls: 0 for no effect and ±100 for the full control effect
Target sequence (P48426 whole entry, looked up): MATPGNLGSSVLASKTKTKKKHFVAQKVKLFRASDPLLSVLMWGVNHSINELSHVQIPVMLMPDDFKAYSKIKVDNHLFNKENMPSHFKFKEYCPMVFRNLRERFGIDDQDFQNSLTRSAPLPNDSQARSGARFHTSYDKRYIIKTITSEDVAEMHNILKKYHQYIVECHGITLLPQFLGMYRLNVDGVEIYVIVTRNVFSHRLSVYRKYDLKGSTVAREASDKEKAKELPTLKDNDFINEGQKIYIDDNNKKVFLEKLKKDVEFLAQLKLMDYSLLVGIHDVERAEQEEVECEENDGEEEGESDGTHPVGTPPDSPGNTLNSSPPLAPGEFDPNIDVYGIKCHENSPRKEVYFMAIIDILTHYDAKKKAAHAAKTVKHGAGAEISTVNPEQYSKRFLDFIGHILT
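ADP-Glo luminescence end-point after a 60 min room-temperature kinase reaction. PI5P4Kalpha and substrate in HEPES pH 7.4 buffer with EGTA, 0.1% CHAPS and 5% DMSO; ATP at 5 microM final.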
EPAC1 antagonist: antagonists of human EPAC1. O95398. EPAC1 GEF assay, Rap1b-BODIPY-GDP exchange fluorescence. Potency, µM (series often up to 115 µM), for inactives: at the top dose activity change, negative = inhibition, actives largely listed as inhibitors. actives 0.14% (n = 360,000). AID 720709;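 also: potency is read from the fitted curve at half-maximal effect; plate controls were vehicle for no effect and positive control for full effect; nearly all actives have a fitted effect of over 50% in size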
WRN inhibitor: WRN helicase (human) inhibition | AID 651768 | Q14191 | actives 0.46% (n = 360,000) | WRN helicase unwinding, fluorescent forked duplex, kinetic | Potency, µM (top dose mostly 114 µM), for the others: at the top dose activity change, negative = inhibition, actives largely listed as inhibitors; also: potency is read from the fitted curve at half-maximal effect; % is scaled to controls: 0 for no effect and ±100 for the full control effect; nearly all actives have a fitted effect of over 55% in size
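Enzyme (20 nM final) and test compound sit together 15 min at room temperature before substrate addition. Substrate is a single-forked duplex oligonucleotide (100 nM) labelled with fluorophore and quencher, with 2 mM ATP; helicase unwinding raises red fluorescence, read kinetically.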
Abeta rescue: restores growth of yeast expressing A-beta42 peptide; yeast expressing A-beta42, growth rescue, OD600, 48 h; response scale: 0% DMSO, 100% iron-clioquinol control; actives 0.063% (n = 410,000); Potency, µM (series often up to 46.1 µM), for inactives: at the top dose growth rescue, most hits filed as activators; also: potency is read from the fitted curve at half-maximal effect; nearly all actives have a fitted effect of over 55% in size
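Yeast growth medium received pinned compounds, then yeast cells expressing toxic A-beta were added; plates incubated at 30 C for 48 hr. Growth read as absorbance at 600 nm, normalized to DMSO and equimolar FeCl3 plus clioquinol controls.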
FUS suppressor: rescues growth of FUS-expressing yeast. S. cerevisiae FUS-expressing, growth rescue, OD600, 24 h. Potency, µM (series often up to 76.6 µM), inactives show at the top dose growth rescue (activation), hits mostly activators. actives 0.24% (n = 390,000). AID 1347120;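 also: potency is read from the fitted curve at half-maximal effect; plate controls were DMSO vehicle for no effect and reference control for full effect; nearly all actives have a fitted effect of over 55% in size; some results filed as inactive show a strong effect at the top dose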
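Cultures pregrown in 2.5% raffinose medium are shifted to minimal medium containing 2% galactose to express toxic FUS. Compounds are tested at several concentrations. After 24hr at 30C, growth is quantified at 600 nm absorbance.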
EPAC1 agonist: activates human EPAC1 exchange factor | EPAC1 agonist qHTS, biochemical assay; response scale: 100% = response to 6.5 mM cAMP | Potency, µM (top dose mostly 154 µM), without a hit: top-dose activation, actives largely listed as activators | actives 0.073% (n = 360,000); also: potency is read from the fitted curve at half-maximal effect; nearly all actives have a fitted effect of over 60% in size
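Normalized to 6.5 mM cAMP, activity reflects EPAC1-catalysed release of BODIPY-GDP from Rap1B, followed kinetically over 30 min at 480 nm excitation, 540 nm emission. Reaction contained 100 nM EPAC1, 250 nM Rap1B-BODIPY-GDP, 50 uM GDP.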
* hit, by the source's call; ? = inconclusive; . = not tested or not shown; [ ] = remark or other dose. Unless noted, calls follow the shape of the dose curve; as a rule, active = well fitted curve in the direction sought with a large enough effect; inconclusive = small, poorly fitted or top-dose-only effect, or another doubt; inactive = no such curve, though single readings can be large; an effect the other way counts as inactive or inconclusive.

SMILES | PLK1 PBD inh | IL2 activator | aSyn rescue | PI5P4Ka inh | EPAC1 antagonist | WRN inhibitor | Abeta rescue | FUS suppressor | EPAC1 agonist
CC(Sc1n[nH]c(N)n1)C(=O)Nc1cccc2ccccc12 (stereo not given) | -12.4% | -1.8 | 5.9% | 8.1 | -32.4% | -6.6% | 3.6% | . | -3.2%
COc1ccc(-c2cc(NC(C)=O)c3ncc(-c4ccc(OC)c(OC)c4)n3c2)c(OC)c1 | -4.5% | 0.2 | ? | -0.2 | -12.4% | -13.6% | -4.1% | 29.0% | 8.7%
OC[C@@H]1CN(Cc2cccc3ccccc23)C[C@H](n2cnc3c(NCc4ccco4)ncnc32)O1 | -7.1% | -0.7 | -3.6% | -8.0 | -7.4% | -1.8% | -15.2% | ? | 10.9%
COc1ccccc1N1CCN(S(=O)(=O)c2cc3c(cc2C)NC(=O)CO3)CC1 | -3.6% | -0.2 | 3.7% | 11.7 | -1.8% | -12.8% | -3.1% | -4.2% | -5.8%
CCCCN1C(=O)C(=O)c2cc(Cl)ccc21 | ? | 1.8 | -48.9%[inhibitor] | -17.0 | -7.1% | -9.1% | -78.9%[inhibitor] | -18.4% | -20.0%
Cc1nc(SCc2cccc(F)c2)c2oc3ccccc3c2n1 | 3.9% | -1.7 | 10.4% | 2.0 | -0.3% | -8.6% | -8.7% | 14.1% | -7.2%
CCN1CCCC1CN(Cc1cc2ccc(C)c(C)c2[nH]c1=O)C(=O)Nc1ccccc1OC (stereo not given) | -21.1% | -0.5 | 0.1% | -5.7 | 0.8% | -16.7% | -5.8% | 10µM* | -3.8%
C=CCNC(=O)c1cccc(Br)c1 | -4.5% | -1.4 | 1.3% | -0.6 | -4.8% | 1.6% | 12.3% | 11.7% | 0.0%
O=C(NCCCN1CCCC1=O)C(=O)NCC1OCCCN1S(=O)(=O)c1ccccc1 (stereo not given) | -13.7% | -0.5 | -4.8% | -11.0 | -1.8% | 4.4% | -3.6% | -31.1% | 8.2%
O=C(CCNC(=O)c1ccc(Br)cc1)Nc1ccccc1N1CCCC1 | -1.0% | -4.0 | 0.3% | -6.3 | 0.8% | 2.9% | -4.4% | 2.7% | -4.4%
COc1ccc(C(=O)NNC(=O)CSc2nnc(-c3cccnc3)n2C)cc1 | -0.5% | -0.8 | 2.1% | -0.7 | -27.3% | 0.5% | -2.7% | 1.0% | 5.5%
CC(C)(O)C(=O)NNC(=S)Nc1cccc(C(F)(F)F)c1 | 3.3% | 0.9 | 6.2% | -3.1 | 2.0% | -7.1% | -7.5% | -13.2% | 9.2%
CCOc1ccc2nc(NC(=O)c3ccccn3)sc2c1 | -5.3% | 0.2 | -2.8% | -10.5 | -0.4% | -12.3% | -33.3% | 26.2% | -2.2%
Cc1nnc(SCc2ccc(Cl)cc2)nc1/C=C/N(C)C | -4.5% | -2.4 | -59.2%[inhibitor] | -16.5 | -2.9% | -3.8% | -75.8%[inhibitor] | 12.3% | 4.8%
CCCCSc1nc(N)c(C#N)c(-c2cccs2)c1C#N | 0.5% | -2.2 | 5.6% | . | -9.9% | -18.1% | 18.0% | 18.8% | 20.7%
[N-]=[N+]=NC(c1ccccc1)C(NC(=O)c1cc(C(F)(F)F)cc(C(F)(F)F)c1)c1ccccc1 (stereo not given) | -2.9% | -0.8 | -7.3% | 2.8 | -8.0% | -5.1% | 10.8% | -6.6% | -13.0%
O=C1c2ccccc2C(=O)N1CCCCn1c(=O)oc2ccccc21 | 1.9% | -1.3 | 9.4% | 1.4 | 7.2% | -3.9%[57.1 µM] | -0.5% | -1.5% | 1.1%
Cc1ccccc1NC(=O)C(=O)N/N=C/c1cccc(Br)c1 | -7.1% | 0.6 | -0.2% | 1.7 | -2.3% | -25.8% | 1.4% | . | -7.8%
CSc1n[nH]c(=O)n1-c1cccc(Cl)c1 | -6.2% | 1.7 | 11.2% | -5.9 | -4.9% | -0.1% | -5.3% | -23.0% | 4.8%
CCn1nnnc1SCC(=O)N1N=C(c2cccs2)CC1c1cccs1 (stereo not given) | 0.2% | -0.8 | 8.4% | 7.7 | -8.0% | -2.0% | 7.3% | 14.0% | ?
O=C1NNC(c2ccccc2)=N/C1=C\c1ccccc1 | 0.4% | -0.2 | 3.7% | 2.1 | 1.6% | 0.7% | ? | -0.9% | 0.8%
CCN(CC(=O)Nc1ccc(OC)c(OC)c1)CC(=O)Nc1ccccc1C(F)(F)F | -13.5% | 0.3 | -10.4% | 2.4 | -3.6% | 5.6% | -19.0% | 14.9% | 10.0%
O=C(Nc1cc(Sc2nc3ccccc3s2)cc([N+](=O)[O-])c1)c1ccccc1 | -24.5% | 3.2 | 3.9% | 0.6 | -4.6% | -12.5% | 32.2% | . | 13.3%
O=C(CSc1nncs1)NCc1ccc2c(c1)OCO2 | -3.1% | 0.7 | -0.7% | 6.7 | 0.0% | -0.5% | -12.7% | 12.1% | 5.2%
O=C(Nc1nc(OCC(F)(F)F)cnc1/C=C\c1ccccc1)c1ccccc1 | -10.6% | 0.0 | 0.8% | -5.5 | -8.1% | 8.4% | 4.7% | -7.0% | 2.0%
Cc1ccc(C)c(CSc2ncccc2C(=O)O)c1 | -19.8% | -2.8 | 3.8% | -9.8 | -4.9% | 8.9% | -8.8% | . | 5.5%
CC1CCCCN1C(=O)C1CCN(S(=O)(=O)c2ccc(-n3cnnn3)cc2)CC1 (stereo not given) | 1.9% | -3.8 | -0.7% | 0.3 | -5.4% | 4.5% | -3.2% | 5.0% | 13.4%
COC(=O)[C@]12CCCCC=C1N(CCc1ccc(OC)c(OC)c1)C(=O)[C@H](CC(=O)NCC13CC4CC(CC(C4)C1)C3)C2 | -12.5% | -1.0 | -1.2% | -0.5 | -16.0% | -0.2% | -11.5% | 8.91µM* | -11.8%
COc1ccccc1CNC(=O)CCSCc1cccc(Cl)c1 | -4.8% | 0.6 | 5.5% | 2.7 | -5.6% | -8.3% | -13.8% | . | -0.1%
CN1c2ccccc2C(=O)/C(=C\Nc2ccc(F)cc2)S1(=O)=O | -2.8% | -0.6 | 0.3% | 1.3 | 19.0% | 3.7% | 5.6% | 17.1% | 5.1%
N#CCC(=O)Nc1ccc(C(=O)OCC(=O)Nc2ccccc2-c2ccccc2)cc1 | -12.8% | 0.0 | -11.3% | 3.2 | -1.9% | -15.9% | -5.9% | -2.9% | 7.2%
Brc1cc2c(cc1COc1ccc(-c3nn[nH]n3)cc1)OCO2 | ? | -3.4 | -1.2% | -5.4 | 1.4% | ? | -0.8% | -17.1% | -4.3%
COc1ccccc1N1CCN(C(CNS(C)(=O)=O)c2cccnc2)CC1 (stereo not given) | -14.8% | 2.9 | -2.8% | 0.5 | 0.9% | 1.0% | -6.6% | 4.9% | -0.4%
CCCCn1c(N)c(N(C(=O)CSc2nnc(C)n2-c2ccccc2)C2CCCC2)c(=O)[nH]c1=O | -11.6% | 0.6 | -8.7% | -3.8 | -1.4% | 7.9% | -1.1% | 36.4% | -5.9%
CC(C)CC(=O)NC(=S)Nc1ccc(Cl)cn1 | -6.5% | -0.5 | -0.9% | 12.2 | 10.5% | -5.7% | -2.8% | -12.9% | 5.8%
COc1ccccc1C(=O)NC(=O)COC(=O)CNC(=O)c1ccc(Cl)cc1Cl | -0.9% | 0.4 | 0.1% | 1.4 | 1.1% | -0.9% | 11.2% | -7.7% | 19.6%
COc1ccc(S(=O)(=O)CCC(=O)NCc2ccc(C)o2)cc1 | ? | -1.9 | 0.3% | -22.3 | -3.0% | 3.8% | -17.7% | -4.6% | 0.0%
O=C1COc2ccc(S(=O)(=O)CCC(=O)N3CCN(c4cccc(Cl)c4)CC3)cc2N1 | 1.6% | -1.1 | -0.4% | 18.1 | ? | -5.2% | -16.2% | 11.3% | -6.7%
COc1cccc(-c2ncc3ccccc3c2COC(=O)c2cccs2)c1 | -3.3% | -2.8 | 8.5% | 4.8 | -6.4% | -7.1% | -3.1% | 7.7% | 6.0%
O=C(N/N=C\c1ccc(-c2ccc(Cl)c(Cl)c2)o1)C(=O)N1CCCC1 | 15.3% | 0.5 | 14.3% | 0.7 | -3.3% | -1.7% | 9.3% | 12.8% | -0.5%
CC(=O)Oc1ccc(C(=O)Nc2ccccc2C(=O)Nc2cccc(C(=O)O)c2)cc1 | -8.4% | -0.5 | -5.4% | -0.5 | -11.7% | -1.5% | -5.8% | 13.2% | 4.4%
COc1ccccc1N(CC(=O)NCc1ccccc1)C(=O)CCC(=O)Nc1nccs1 | -0.5% | -6.4 | 1.6% | 5.1 | 5.8% | 1.5% | -6.8% | -0.2% | -1.4%
CCn1c2ccc(CC(=O)O)cc2c2cc(CC(=O)O)ccc21 | -2.2% | 4.2 | 3.8% | . | 5.1% | -5.2% | 5.5% | 21.7% | 6.1%
COc1nn(CC(=O)N2N=C(C(F)F)CC2(O)C(F)F)cc1[N+](=O)[O-] (stereo not given) | -7.0% | -2.0 | -9.9% | . | -9.2% | 12.2% | -15.1% | 20.6% | 5.4%
COc1ccc(OC)c(-n2c(CNC3CCN(Cc4ccccc4)CC3)nc3ccccc3c2=O)c1 | -5.7% | -0.4 | 7.5% | . | 11.5% | -0.2% | -3.0% | 30.7% | 5.0%
CC(=O)Nc1ccc(S(=O)(=O)NC2=NCN(c3cccc([N+](=O)[O-])c3)CN2)cc1 | 3.7% | -3.3 | -1.1% | 0.8 | -9.3% | 6.9% | -6.7% | -2.1% | 0.1%
O=C(NC1CC1)c1ccc(CSCc2cccc(F)c2)o1 | -27.2% | -2.3 | -0.7% | -6.1 | -9.3% | 1.5% | -7.3% | 18.6% | -16.1%
